Bioassay records from PubChem BioAssay.
PTHR1 ag: activates the human parathyroid hormone receptor PTHR1. HEK293 GP2 PTHR1 cells, GloSensor cAMP luminescence, 1 h. AID 743266. Potency, µM (highest dose often 115 µM), without a hit: top-dose activation, most hits filed as activators. Q03431. 410,000 compounds, 0.075% hits; also: potency is read from the fitted curve at half-maximal effect; nearly all actives have a fitted effect of over 55% in size; some results filed as inactive show a strong effect at the top dose; inactives centre near -15; many of its hits are not listed in these tables
Target sequence (Q03431 whole entry, looked up): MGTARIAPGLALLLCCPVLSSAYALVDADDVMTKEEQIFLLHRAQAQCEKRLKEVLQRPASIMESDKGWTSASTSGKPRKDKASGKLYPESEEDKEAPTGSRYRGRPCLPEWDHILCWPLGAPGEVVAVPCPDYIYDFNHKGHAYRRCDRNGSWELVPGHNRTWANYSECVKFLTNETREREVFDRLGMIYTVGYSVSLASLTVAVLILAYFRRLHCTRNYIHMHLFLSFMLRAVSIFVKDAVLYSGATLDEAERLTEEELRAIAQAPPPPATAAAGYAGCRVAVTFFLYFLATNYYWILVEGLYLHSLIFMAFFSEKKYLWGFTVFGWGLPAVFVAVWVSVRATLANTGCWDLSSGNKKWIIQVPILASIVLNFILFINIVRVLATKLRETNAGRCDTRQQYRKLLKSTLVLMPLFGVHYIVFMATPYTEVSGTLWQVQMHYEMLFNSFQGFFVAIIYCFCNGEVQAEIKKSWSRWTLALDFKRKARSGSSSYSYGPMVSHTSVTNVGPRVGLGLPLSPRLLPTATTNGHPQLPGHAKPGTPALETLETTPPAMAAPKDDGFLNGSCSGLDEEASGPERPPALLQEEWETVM
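HEK-293-derived GP2 cells expressing PTHR1 and a GloSensor cAMP reporter, 3,000/well, plated overnight, given luciferin plus IBMX (each 0.5 mM as added) for 1 h at 37 °C, then compound for 1 h at 37 °C. Luminescence was read after 15 min at room temperature.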
TDP43 rescue: TDP-43 toxicity inhibition in yeast; TDP-43 expressing yeast growth rescue, BacTiter-Glo, 24 h; Potency, µM (doses to about 46.1 µM), inactives show at the highest dose growth rescue (activation), actives largely listed as activators; 410,000 compounds, 1.8% hits; also: potency is read from the fitted curve at half-maximal effect; % of control where 0% means no effect; nearly all actives have a fitted effect of over 50% in size
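Growth rescue of TDP-43-toxic yeast measured as ATP luminescence (BacTiter-Glo). Cells grown to mid-log in raffinose, induced in galactose at OD600=0.02, exposed to compound 24 hr at 30 deg C.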
GLP-1R agonist: agonists of human GLP-1 receptor; P43220; HEK293 GLP-1R CRE-luciferase, luminescence, 4-6 h; cells express a hypersensitive GLP-1R form; Potency, µM (titrated, usually from 45.6 µM), for the others: top-dose activation, most hits filed as activators; 380,000 compounds, 0.007% hits; AID 624172; also: potency is read from the fitted curve at half-maximal effect; % of control where 0% means no effect
Target sequence (P43220 whole entry, looked up): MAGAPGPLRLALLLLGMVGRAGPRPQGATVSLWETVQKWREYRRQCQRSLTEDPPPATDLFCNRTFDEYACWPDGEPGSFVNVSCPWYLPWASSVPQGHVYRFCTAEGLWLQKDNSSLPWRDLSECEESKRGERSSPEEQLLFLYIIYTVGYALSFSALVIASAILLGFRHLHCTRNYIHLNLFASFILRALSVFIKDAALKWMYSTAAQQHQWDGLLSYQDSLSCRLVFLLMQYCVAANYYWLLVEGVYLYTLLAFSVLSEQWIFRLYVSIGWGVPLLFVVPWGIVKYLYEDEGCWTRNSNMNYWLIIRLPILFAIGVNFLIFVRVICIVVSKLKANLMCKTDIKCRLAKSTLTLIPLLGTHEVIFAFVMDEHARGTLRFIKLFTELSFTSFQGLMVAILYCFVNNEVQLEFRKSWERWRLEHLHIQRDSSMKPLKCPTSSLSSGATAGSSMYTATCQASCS
Akt phos inh: inhibitors of Akt phosphorylation. Neuro2A IGF-stimulated pAkt S473 HTRF, 20 min; hits give low values. activity change, % for hits at 50 µM. 360,000 compounds, 0.32% hits; in the data active = activity change below about -80%; inconclusive = mostly about -51% to -80%; also: % is scaled to controls: 0 for no effect and ±100 for the full control effect
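Neuro2A cells in DMEM with 0.5% FBS, overnight at 37 deg C, given compound at single 50 µM final, then IGF (6 nM final) for 20 min at 37 deg C. Lysed; phospho-Akt Ser473 by HTRF after 24 h, 665/615 ratio.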
FUS yeast rescue: FUS proteinopathy suppression in yeast. S. cerevisiae FUS-expressing, growth rescue, OD600, 24 h. Potency, µM (doses to about 76.6 µM), for the others: top-dose growth rescue (activation), hits mostly activators. 390,000 compounds, 0.24% hits. AID 1347120;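 also: potency is read from the fitted curve at half-maximal effect; plate controls were DMSO vehicle for no effect and reference control for full effect; nearly all actives have a fitted effect of over 55% in size; some results filed as inactive show a strong effect at the top dose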
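Steps: raffinose overnight preculture; dilution to OD 0.005 in 2% galactose minimal medium; compound addition (concentration series); 24hr at 30C, 99% humidity; absorbance read at 600 nm.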
DRD3 antagonist: antagonists of human D3 dopamine receptor; D3R cells, DiscoveRx beta-arrestin luminescence, antagonist mode; hits give low values; 360,000 compounds, 2.5% hits; max response, negative = inhibition, %; in the data active = max response below about -50%; inconclusive = no clear call, values can overlap the other calls; also: % is scaled to controls: 0 for no effect and ±100 for the full control effect; mostly tested at two doses, the higher about 12 µM
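Cells expressing the human receptor were seeded at 1500 cells/well, incubated overnight at 37 degrees C in 5% CO2, then exposed to library compounds with dopamine controls for 90 minutes at 37 degrees C before luminescent detection.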
Abeta yeast res: compounds reversing amyloid beta toxicity in yeast | yeast expressing A-beta42, growth rescue, OD600, 48 h; response scale: 0% DMSO, 100% iron-clioquinol control | 410,000 compounds, 0.063% hits | Potency, µM (top dose mostly 46.1 µM), for the others: at the highest dose growth rescue, actives largely listed as activators | AID 1347071; also: potency is read from the fitted curve at half-maximal effect; nearly all actives have a fitted effect of over 55% in size
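Growth rescue measured by 600 nm absorbance after 48 h yeast culture at 30 C with compound. Values normalized between DMSO and an equimolar ferric chloride plus clioquinol control.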
GLP-1R inv ag: acts as inverse agonist at human GLP-1 receptor | AID 624417 | P43220 | 410,000 compounds, 1.6% hits | Potency, µM (doses to about 38.3 µM), for the others: at the highest dose activity change, negative = inhibition, actives largely listed as inhibitors | HEK293 GLP-1R CRE-luciferase, luminescence, 24 h; GLP-1R form is constitutively active; also: potency is read from the fitted curve at half-maximal effect; % is scaled to controls: 0 for no effect and ±100 for the full control effect; nearly all actives have a fitted effect of over 55% in size
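qHTS in 1536-well format: reporter HEK293 cells expressing constitutive GLP-1R activity in DMEM + 10% Nu serum, 24 hr with compounds at 37 deg C, luminescence read after 12 min with detection reagent.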
aSyn rescue: rescues yeast growth from alpha-synuclein toxicity; Potency, µM (top dose mostly 46.1 µM), without a hit: top-dose growth rescue (activation), most hits filed as activators; 370,000 compounds, 0.14% hits; Yeast expressing alpha-synuclein, growth rescue, BacTiter-Glo, 24 h; AID 652106; also: potency is read from the fitted curve at half-maximal effect; % of control where 0% means no effect; nearly all actives have a fitted effect of over 65% in size
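Galactose-induced alpha-syn yeast (OD600=0.02, raffinose-pregrown) + pinned cpd, 24 hr, 30 deg C; growth by BacTiter-Glo luminescence. Growth restoration scores as activation.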
Starred values were filed as active, the others as inactive; i = inactive; ? = inconclusive; . = not tested or not shown; [ ] = remark or other dose. Unless noted, calls follow the shape of the dose curve; as a rule, active = well fitted curve in the direction sought with a large enough effect; inconclusive = small, poorly fitted or top-dose-only effect, or another doubt; inactive = no such curve, though single readings can be large; an effect the other way counts as inactive or inconclusive. Not all compounds are listed; rates above refer to the full screens.

SMILES	PTHR1 ag	TDP43 rescue	GLP-1R agonist	Akt phos inh	FUS yeast rescue	DRD3 antagonist	Abeta yeast res	GLP-1R inv ag	aSyn rescue
Cc1nc(-c2ccccc2O)n(-c2ccccc2)n1	i	1%	15%	i	-3%	0	6%	7%	-1%
Cc1cc(C)nc(SCc2nnc(SCC(=O)OC3CCCCC3)o2)n1	-2%[57.5 µM]	?	?	i	21%	5	4%	11%	-14%
Cc1cnc(NC(=O)c2cc3ccccc3o2)s1	-29%	-10%[9.22 µM]	2%	i	-2%	3	-20%	?	-6%
O=C(O)CSCC(=O)Nc1cc(C(F)(F)F)ccc1Cl	?	-14%	2%	i	-12%	-19	-7%	-6%	-1%
CCN(Cc1ccccc1)C(=O)c1ccc(NC(=O)c2ccc(OC)cc2)cc1	-24%	24%	0%	i	7%	-8	5%	?	11%
CCOP(=O)(OCC)C(Nc1ccc([N+](=O)[O-])cc1)c1ccc(Cl)cc1 (configuration not stated)	-28%	-13%	-10%	i	15%	-1	9%	?	17%
Cc1c(C(=O)N(Cc2cccc(Br)c2)C2CCS(=O)(=O)C2)oc2ccccc12 (configuration not stated)	-16%	18%	16%	i	32%	1	-9%	?	10%
Cc1cccc(C)c1-n1cccc1/C=C1/C(=N)N2C(=NC1=O)SN=C2S(C)(=O)=O	-32%[inhibitor]	?	-5%	i	6%	4	-31%[inhibitor]	?	-4%
O=C(NCCc1ccc(F)cc1)c1cccs1	i	1%	16%	i	2%	3	-9%	14%	-8%
COC(=O)c1ccccc1NC(=O)n1cc(C)cn1	i	-6%	-14%	i	0%	-12	-9%	0%	-5%
CN1CCn2cnc(C(=O)N3CCN(c4ccccc4)CC3)c2C1=O	i	0%	8%	i	-8%	1	-2%	-1%	2%
CC(C)OC(=O)CSc1nnc(-c2ccc([N+](=O)[O-])cc2)o1	-5%	-1%	15%	i	21%	0	8%	0%	3%
O=C(CCc1ccccc1)NC(=S)Nc1cccc(C(=O)O)c1	-28%	-5%	-4%	i	3%	-4	11%	-17%	13%
COc1cc(-c2cc3nc(NCCN(C)C)ccn3n2)cc(OC)c1OC	-5%	-3%	-4%	i	3%	0	9%	26%	-1%
CC12CC(NC(=O)N1c1cccc(C(=O)NCc3ccccn3)c1)c1ccccc1O2 (configuration not stated)	-6%	8%	5%	i	-7%	14	.	2%	-6%
Cc1cccc(NC(=S)NN2CCOCC2)c1C	i	9%	-11%	i	-4%	8	17%	3%	-2%
COc1ccc(CCNS(=O)(=O)c2c(C)nc3sc(C)cn3c2=O)cc1OC	-7%	3%	.	.	-10%	.	-13%	18%	.
N#C/C(=C(/O)c1cc2ccccc2o1)c1nc2ccccc2s1	-31%[inhibitor]	-12%	-6%	i	12%	17	6%	8%	1%
C(=NNc1ccc2ccccc2n1)c1ccccn1	-10%	25%	-10%	i	-8%	?	16%	?	15%
COc1ccc(-n2ncc3c2CC(C)(C)CC3NC(=O)c2cnc(C)cn2)cc1 (configuration not stated)	-4%	1%	-4%	i	8%	2	-1%	2%	2%
CC(=O)Nc1nnc(SCC(=O)NC2CC2)s1	i	5%	-1%	i	-19%	2	-12%	-2%	-3%
COc1ccc(Nc2nc(NCc3cccs3)nc3ccsc23)cc1OC	-35%[inhibitor]	16%	15%	i	-6%	62	-6%	?	3%
COC(=O)/C=C/c1ccccc1CN1[C@@H](CC(=O)OC)c2ccccc2S1(=O)=O	i	10%	8%	i	9%	33	10%	12%	7%
O=C(c1ccc(CN2CCOCC2)cc1)N1CCC(Cc2ccccc2)CC1	i	-1%	0%	i	26%	?	-5%	-18%	-1%
CCC(C)NC(=O)N[C@@H](CCSC)C(=O)OC (some centres not stated)	i	-27%	-13%	i	2%	-15	0%	0%	0%

Next section; the last 3 above are carried over.
SMILES	PTHR1 ag	TDP43 rescue	GLP-1R agonist	Akt phos inh	FUS yeast rescue	DRD3 antagonist	Abeta yeast res	GLP-1R inv ag	aSyn rescue
COC(=O)/C=C/c1ccccc1CN1[C@@H](CC(=O)OC)c2ccccc2S1(=O)=O	i	10%	8%	i	9%	33	10%	12%	7%
O=C(c1ccc(CN2CCOCC2)cc1)N1CCC(Cc2ccccc2)CC1	i	-1%	0%	i	26%	?	-5%	-18%	-1%
CCC(C)NC(=O)N[C@@H](CCSC)C(=O)OC (some centres not stated)	i	-27%	-13%	i	2%	-15	0%	0%	0%
CCOc1ccc(N(C)Cc2cc(=O)oc3ccc(OC)cc23)cc1	-53%[inhibitor]	23%	0%	i	27%	-25	-13%	?	-19%
CCOCCCn1c(SC(C(=O)Nc2cc(C)ccc2C)c2ccccc2)nnc1-c1ccc(Cl)cc1 (configuration not stated)	-23%	-13%	-7%	i	.	-20	3%	3%	-6%
CC1=C(c2ccc(F)cc2)S(=O)(=O)NC1=NCc1ccccc1Cl	-6%	3%	.	.	11%	.	-2%	?	.
CCOc1ccc(Nc2nc(NCc3ccco3)nc(N)c2[N+](=O)[O-])cc1	0%	0%	19%	i	6%	1	1%	65%	1%
COc1cccc(N(C(=O)Cn2nnc(-c3ccc(F)cc3)n2)C(C(=O)NCC2CCCO2)c2ccc(Cl)cc2)c1 (configuration not stated)	-18%	10%	-6%	i	-24%	12	5%	-19%	3%
COc1ccc(NC(=S)NCc2ccccn2)cc1OC	17%	1%	10%	i	-1%	-10	3%	3%	1%
Cc1cccc(C(=O)NCC(=O)N2CCOCC2)c1	i	9%	-1%	i	25%	17	11%	0%	13%
Cc1cc(C)c2c(N)c(C(=O)N3CCN(c4ncccn4)CC3)sc2n1	-16%	?	21%	i	-12%	-5	18%	28%	14%
COC(=O)c1cn(C(=O)c2ccc(Br)o2)c2ccccc12	i	18%	-15%	i	13%	4	24%	4%	0%
Cc1cc(C(=O)N2CCc3ccccc32)c2cc(F)ccc2n1	i	-6%	10%	i	38%	18	4%	-28%	3%
O=C(CN1CCCCCC1)Nc1cccc(Br)c1	115%[57.5 µM]	-12%	16%	i	20%	0	4%	0%	-13%
Cc1c(C(=O)N(Cc2ccco2)Cc2ccccc2Cl)oc2ccc(F)cc12	i	22%	.	.	17%	.	1%	?	.
Cc1ccsc1C(=O)Nc1nccs1	-8%	8%	0%	i	-12%	-6	-9%	15%	0%
CC(C)c1nc(CNC(=O)CC2C(=O)NCCN2Cc2ccccc2)cs1 (configuration not stated)	i	13%	0%	i	-22%	3	-2%	0%	1%
CCN(CC)S(=O)(=O)c1cccc(C(=O)Nc2ccccc2C(=O)Nc2ccc(OC)cc2)c1	-26%	14%	.	.	-18%	.	-8%	?	.
O=C(Nc1ccc(S(=O)(=O)N2CCOCC2)cc1)c1ccccc1	-5%	?	3%	i	37%	-12	-13%	-11%	-1%
CCCCN(CC)Cc1ccc(CNC(=S)Nc2c(C)cc(C)cc2C)o1	-13%	-24%	14%	i	11%	-8	-7%	?	-11%
Cc1ccc(OC(=O)C23CC4CC(CC(C4)C2)C3)c(C)n1	-20%	21%	0%	i	.	9	-7%	?	-7%
N#Cc1c(NC(=O)COC(=O)C2=COCCO2)sc2c1CCCC2	-10%	0%	7%	i	-9%	-7	-3%	-11%	2%
O=[N+]([O-])c1ccc(NCCCNS(=O)(=O)c2ccc(Cl)cc2)c(Cl)c1	-38%[inhibitor]	30%	-2%	i	12%	-27	-6%	11µM*	23%
COC(=O)c1cc(-c2cccs2)nn1-c1ccccc1	i	-8%[1.82 µM]	36%	i	3%	4	-15%	?	8%
COc1ccc(NC(=O)Cn2c(=O)oc3cc(S(=O)(=O)N4CCCCCC4)ccc32)cc1OC	-28%	15%	.	.	30%	.	-1%	-7%	.
CCc1cc2c(cc3c(=O)n(CC(=O)NCCc4ccccc4)ncn32)s1	-24%	21%	.	.	-7%	.	4%	14%	.
Cc1coc2c1c(C)cc1oc(=O)c(Cc3ccccc3)c(C)c12	-3%[57.5 µM]	-7%	-13%	i	5%	2	5%	1%	2%
COCc1c(C(=O)NC(C)c2ccc(S(N)(=O)=O)cc2)oc2ccccc12 (configuration not stated)	-10%	-5%	14%	i	9%	13	3%	8%	2%
SMILES	PTHR1 ag	TDP43 rescue	GLP-1R agonist	Akt phos inh	FUS yeast rescue	DRD3 antagonist	Abeta yeast res	GLP-1R inv ag	aSyn rescue
COc1cc(/C=N/NC(=O)c2ccc3nc[nH]c3c2)ccc1O	-17%	2%	0%	i	17%	9	-5%	-2%	0%
CCC(=O)N1CCCn2c1nc1ccccc12	i	13%	3%	i	20%	5	9%	10%	-4%
CCCCOc1cccc(C2c3c(-c4cc(C)ccc4O)n[nH]c3C(=O)N2CCOC)c1 (configuration not stated)	-76%	?	.	.	44%	.	?	?	.
CCOc1cc(-c2nn3cnnc3s2)cc(OCC)c1OCC	i	27%	-1%	i	15%	1	-15%	0%	3%
CCc1ccc(NC(=O)CN2C(=O)c3cccc4cccc2c34)cc1	i	?	.	.	-10%	.	11%	3%	.
CC1(OC(=O)C2CCCC2)C(=O)C=C2C=C(c3ccsc3)N(Cc3ccco3)C=C2C1=O (configuration not stated)	i	21%	10%	i	22%	17	-6%	-13%	-6%
Cc1ccccc1NC(=O)CN1C(=O)C2(SCC(=O)N2c2ccc(F)cc2)c2ccccc21 (configuration not stated)	i	27%	-7%	.	-4%	.	4%	-4%	0%
COc1ccc(C(=O)Nc2ccccc2C(=O)N2CCOCC2)cc1Br	i	5%	11%	i	7%	12	2%	-20%	1%
COc1ccc(Cl)cc1NC(=O)CSc1nnc(C2CC2)n1N	i	10%	1%	i	5%	5	2%	7%	0%
